MazF activator: increases E. coli MazEF RNase cleavage of RNA; FAM/BHQ RNA-DNA oligo cleavage fluorescence, 5 h; activation, % at 20 µM; 350,000 tested, 0.32% active; in the data active = activation above about 50%
Target sequence (P0AE70 whole entry, looked up): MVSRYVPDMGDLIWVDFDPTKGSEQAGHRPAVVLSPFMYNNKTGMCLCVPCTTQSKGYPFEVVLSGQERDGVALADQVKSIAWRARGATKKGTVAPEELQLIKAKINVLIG
PriA SSB inh: blocks PriA binding to SSB C-terminal tail; AlphaScreen SSBct-PriA binding, biotinylated peptide; inhibition, % at 33 µM; 430,000 tested, 0.6% active; AID 1272365; in the data active = inhibition mostly above about 37%, no sharp cut-off; inactive = mostly below about 20%;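 also: plate controls were negative control peptide for no effect and reference peptide for full effect; strong numbers were not always called active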
Rv3671c inh: Rv3671c (M. tuberculosis) protease inhibition. P9WHR9. inhibition, % at 5.96 µM. 320,000 tested, 0.048% active. AID 2606; in the data active = inhibition above about 38%;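 also: extracellular domain of Rv3671c used as enzyme; 0% = enzyme with DMSO and 100% = no enzyme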
Target sequence (P9WHR9 whole entry, looked up, the tested form may be a part): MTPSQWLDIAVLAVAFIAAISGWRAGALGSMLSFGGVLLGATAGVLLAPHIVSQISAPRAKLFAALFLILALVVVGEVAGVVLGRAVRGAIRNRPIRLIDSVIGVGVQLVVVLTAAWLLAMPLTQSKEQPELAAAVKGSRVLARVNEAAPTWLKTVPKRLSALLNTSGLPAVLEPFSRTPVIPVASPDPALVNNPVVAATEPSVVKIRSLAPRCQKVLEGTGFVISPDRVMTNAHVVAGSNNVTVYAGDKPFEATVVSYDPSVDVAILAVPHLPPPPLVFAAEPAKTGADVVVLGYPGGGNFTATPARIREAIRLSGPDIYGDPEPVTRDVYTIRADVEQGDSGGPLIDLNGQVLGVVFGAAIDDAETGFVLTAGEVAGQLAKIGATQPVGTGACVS
TcdB inh: blocks C. difficile toxin B glycohydrolase activity; TcdB glycohydrolase enzymatic assay, plate reader; inhibition, % at 9.99 µM; 350,000 tested, 0.24% active; AID 652162; in the data active = inhibition above about 10%
Y pestis TopoI: inhibitors of Yersinia pestis topoisomerase I. activity, % at 10 µM. AID 504884. 360,000 tested, 0.064% active. Y. pestis Topo-I cleavage product accumulation, plate reader; in the data active = activity above about 50%, passing the limit was not always enough; also: inactives centre near 2
BH1578 lux ind: inducers of Vibrio cholerae quorum light production without autoinducers | 350,000 tested, 0.16% active | V. cholerae BH1578 lux reporter, luminescence, 6 h | activation, % at 18.7 µM; in the data active = activation mostly above about 9.7%, no sharp cut-off; also: not every result past the cut was called active; inactives centre near 0; reference of the scale not given here
PrPC TRFRET: reduces human prion protein on the cell surface; AID 720596; cell surface PrPC, TR-FRET read-out; inhibition, % at 13.8 µM; P04156; 370,000 tested, 0.43% active; in the data active = inhibition above about 24%; also: 0% = median of the test wells and 100% = reference compound wells
CCHF vOTU inh: CCHFV vOTU protease inhibition. Pep-AMC fluorescence. inhibition, % at 11.5 µM. 370,000 tested, 0.55% active. AID 651958; in the data active = inhibition above about 30%; also: 0% = vehicle wells with enzyme and 100% = no enzyme wells
VHR inh abs: inhibitors of human VHR1 phosphatase (DUSP3). AID 1654. 290,000 tested, 0.52% active. P51452. inhibition, % at 13.3 µM. recombinant VHR phosphatase, pNPP absorbance; in the data active = inhibition above about 50%; also: some compounds called inactive have numbers as strong as hits
Target sequence (P51452 whole entry, looked up): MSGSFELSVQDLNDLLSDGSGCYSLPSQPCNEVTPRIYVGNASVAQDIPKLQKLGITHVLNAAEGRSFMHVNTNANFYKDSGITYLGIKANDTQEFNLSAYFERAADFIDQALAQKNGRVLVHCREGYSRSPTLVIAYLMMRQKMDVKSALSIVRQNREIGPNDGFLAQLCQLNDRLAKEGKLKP
3CLpro inhibitor: SARS-CoV 3CLpro protease inhibition; recombinant SARS-CoV 3CLpro, quenched FRET peptide cleavage; inhibition, % at 6 µM; 290,000 tested, 0.14% active; P0C6X7; in the data active = inhibition above about 12%
Numbers without * were called inactive; i = inactive; . = not tested or not shown; & = joins results of further samples. A portion of the library. The share of hits here may be higher or lower than overall.

SMILES	MazF activator	PriA SSB inh	Rv3671c inh	TcdB inh	Y pestis TopoI	BH1578 lux ind	PrPC TRFRET	CCHF vOTU inh	VHR inh abs	3CLpro inhibitor
Cc1cccc2nc(COc3ccc4ccccc4c3Br)cn12	0	-8	-8	3.0	1	2.2	12	4	1	-1
Cc1cc(NC(=O)CCC(=O)N(Cc2ccco2)C(C)(C)C(=O)NC2CCCCC2)no1	8	-5	5	.	10	-0.4	-2	-2	4	1
O=C(COc1ccc(Cl)cc1)Nc1cnn(Cc2c(Cl)cccc2Cl)c1	-3	0	2	.	3	-1.2	-2	7	24	-7
COc1ccc(C(=O)Nc2ccccc2N2CCN(C(=O)C(C)C)CC2)cc1Cl	3	1	-10	0.2	-1	.	0	-6	9	-6
CC(C)(C)c1ccc(Cn2nnc3c(=O)[nH]c(C4CCN(C(=O)Cc5cccs5)CC4)nc32)cc1	-4	4	-7	.	41	-0.8	4	18	32	7
CC(=O)O[C@@H]1[C@@]2(C)O[C@H]2CC[C@]23O[C@H]2[C@H](OC3=O)C2=C(C)C(=O)O[C@@]21O	-31	16	-7	1.6	-1	0.4	2	-1	16	-1
COc1ccc(CNC(=O)C(C)OC(=O)CN2C(=O)COc3ccccc32)cc1 (configuration not stated)	-1	-1	-2	1.1	8	-0.2	7	4	12	0
O=C(CCc1ccncc1)NC1CCCc2c1cnn2-c1ccc(F)cc1F (configuration not stated)	-1	6	-6	1.0	10	i	2	-6	21	-2
COc1cccc(/C(O)=C2/C(=O)C(=O)N(CCN(C)C)C2c2ccc(Br)cc2)c1 (configuration not stated)	2	.	1	.	2	-0.4	4	13	10	0
COc1ccc(OC)c(S(=O)(=O)Nc2ccccc2SC)c1	-1	-12	-8	.	-1	i	3	13	13	-8
O=S(=O)(NCC(O)COCc1ccco1)c1cccs1 (configuration not stated)	-5	-3	-7	.	-2	0.6	6	-3	37	.
Cc1cc(=O)[nH]c(SCC(=O)N2CCN(C(c3ccccc3)c3ccccc3)CC2)n1	-2	5	3	0.4	9	.	1	-9	-4	1
CN=C1c2cc3c(Br)c(OC)ccc3n2CCN1C	-1	-4	-2	3.4	-1	-2.0	-5	18	6	-1
OC(c1ccc(Cl)cc1)c1ncc(-c2cccc(C(F)(F)F)c2)[nH]1 (configuration not stated)	.	.	.	1.5	-16	-0.5	18	23	.	.
Cc1ccc2c(c1)N(CC(=O)OC(CC(C)C)C(=O)NC1CCCC1)C(=O)CO2 (configuration not stated)	5	-31	8	.	-2	i	2	-8	-29	-1
O=C(O)c1cccc(NC(=O)C2CCCO2)c1 (configuration not stated)	-3	-9	-1	.	4	-0.5	0	7	16	1
CCC(C)(C)NC(=O)C(c1ccccc1Cl)N(C(=O)CCC(=O)Nc1cc(C)on1)C(C)(C)C (configuration not stated)	0	-16	-16	0.6	34	-0.1	4	19	12	4
Cn1c(=O)oc2cc(C(=O)c3ccccc3)ccc21	-1	-18	3	.	-5	-0.5	13	17	-5	0
Cc1onc(-c2ccccc2)c1C(=O)N/N=C/c1ccc(Br)cc1	-3	.	0	0.2	8	i	1	-1	23	4
O=C(CCCl)N(Cc1nc2ccccc2c(=O)[nH]1)Cc1cccs1	2	-3	-3	-0.2	-3	i	-3	-10	6	1
CCCCC(=O)OCC(=O)Nc1cccc(S(=O)(=O)NC2=NCCCCC2)c1	1	-8	-6	0.5	2	0.1	6	-3	26	-2
CCOC(=O)c1c(C)[nH]c(C(=O)/C(C#N)=C/c2ccc(OCC)cc2)c1C	-11	-6	-12	.	12	-1.4	4	0	8	1
O=c1c2c(n3nnnc3n1-c1ccccc1)-c1ccccc1CC21CCCC1	2	-3	10	.	3	i	-1	11	2	0
CC(Oc1ccc(Cl)cc1Cl)C(=O)NCCCCc1ccccc1 (configuration not stated)	-10	-24	2	.	37	0.0	2	18	-1	7
O=C1CC(=C(c2ccccc2)c2ccccc2)C(=O)N1CCN1CCN(c2cccc(Cl)c2)CC1	-4	11	1	.	47	0.2	4	-1	30	3

By substructure, those above containing bromine
SMILES	MazF activator	PriA SSB inh	Rv3671c inh	TcdB inh	Y pestis TopoI	BH1578 lux ind	PrPC TRFRET	CCHF vOTU inh	VHR inh abs	3CLpro inhibitor
Cc1cccc2nc(COc3ccc4ccccc4c3Br)cn12	0	-8	-8	3.0	1	2.2	12	4	1	-1
COc1cccc(/C(O)=C2/C(=O)C(=O)N(CCN(C)C)C2c2ccc(Br)cc2)c1 (configuration not stated)	2	.	1	.	2	-0.4	4	13	10	0
CN=C1c2cc3c(Br)c(OC)ccc3n2CCN1C	-1	-4	-2	3.4	-1	-2.0	-5	18	6	-1
Cc1onc(-c2ccccc2)c1C(=O)N/N=C/c1ccc(Br)cc1	-3	.	0	0.2	8	i	1	-1	23	4

(more compounds)
SMILES	MazF activator	PriA SSB inh	Rv3671c inh	TcdB inh	Y pestis TopoI	BH1578 lux ind	PrPC TRFRET	CCHF vOTU inh	VHR inh abs	3CLpro inhibitor
Cc1onc(-c2c(F)cccc2Cl)c1C(=O)N1CCN(c2ncccn2)CC1	1	-17	-3	-0.2	3	-0.9	8	-15	25	-2
COc1ccc(S(=O)(=O)N2CCN(C(=O)c3ccc([N+](=O)[O-])o3)CC2)cc1	10	-3	1	-0.5	-4	i	-40	28	38	1
COc1ccc(OC)c(C(=O)c2nc3c(n2O)CCCCC3)c1	-7	-8	-2	.	-2	i	-3	8	-6	-6
COc1ccc(CC[n+]2cc(/N=C(\C)[O-])on2)cc1OC	1	.	8	0.8	-4	i	-12	6	18	-2
COc1ccc(NC(=O)c2cc(-c3cc(F)ccc3OC)n[nH]2)c(C)c1	.	.	.	1.4	8	-0.4	9	-2	.	.
Cc1cc(Br)c(NC(=O)CCNC(=O)OCc2ccccc2)cc1C	3	-6	-3	1.8	11	0.3	3	8	20	-2
COC(=O)c1cccc(CN2C(=O)SC(Nc3ccc(C)cc3)C2=O)c1 (configuration not stated)	-2	-7	9	1.0	11	-0.4	14	3	5	3
COC(=O)CSc1nnc(NC(=O)CCc2ccccc2)s1	-6	-7	-2	2.3	-4	-0.5	-5	1	23	-8
CCOc1ccc(-n2cnnn2)cc1S(=O)(=O)Nc1c(C)cccc1C	5	6	-6	0.3	7	-1.8	-4	-4	-4	-2
Cc1c(C(=O)NCc2ccccn2)sc2nc(-c3ccccc3)cn12	4	-3	-7	-0.9	20	-0.2	22	-2	-13	4
CC1CCCCC1NC(=O)c1ccc(CSc2nc3ccncc3[nH]2)cc1 (configuration not stated)	15	-23	-6	-0.6	-2	-0.3	-5	4	-4	-1
CCCCOC(=O)c1cccnc1	10	-8	2	-0.3	0	-0.9	-5	-4	6	2
O=C(NCCCN1CCCC1)Nc1cccc2ccccc12	2	-10	-3	.	-7	i	5	6	34	-2
COc1ccc(-c2nnc(NC(=O)c3cccs3)s2)c(OC)c1	-17	-9	-3	0.9	-3	-4.8	-6	3	4	-5
Cn1c(SCC(=O)Nc2ccc3c(c2)OCCO3)nnc1-c1ccccn1	-4	3	2	.	-15	-0.4	2	0	-8	0
CCCOc1ccccc1C1CC(=O)NC2=C1C(=O)CCC2 (configuration not stated)	-1	-13	4	.	3	i	6	5	33	-1
Cc1ccc([C@H]2C(C(=O)O)=C[C@@H](CC3CCCC3)N2S(=O)(=O)c2ccc(C)cc2)cc1	-9	8	3	-0.8	18	i	0	26	.	.
Cc1ccc2[nH]c3c(=O)[nH]ncc3c2c1	-17	-8	3	0.2	-1	0.6	2	-10	-8	-1
O=C(CSc1ccc(-c2ccco2)nn1)c1cccc([N+](=O)[O-])c1	-2	-3	-12	0.4	-7	-0.3	-5	0	-3	-5
O=C(COc1ccc(S(=O)(=O)N2CCOCC2)cc1Cl)NCCCn1ccnc1	3	0	4	0.7	0	-0.7	-10	15	-14	-3
O=C(c1ccc2c(c1)OCCO2)C1CCN(S(=O)(=O)c2ccccc2F)CC1	0	-18	-4	.	3	-1.7	4	-2	19	2
CN1CCCN(S(=O)(=O)c2cccc(C#N)c2)CC1	8	-8	0	-0.6	-3	-0.2	5	-12	-13	8
COc1ccc(C2=NN(C(=O)CCCC(=O)O)C(c3cn(-c4ccccc4)nc3-c3ccccc3)C2)cc1 (configuration not stated)	-31	15	-4	0.9	26	-0.4	5	-10	74	1
O=C(O)c1cc(NC(=O)c2ccco2)cc(NC(=O)c2ccco2)c1	-5	-15	-10	-12	-5	-0.3	5	3	30	2
OCCN1CCN(C2CCC(c3ccc(F)cc3)c3ccc(F)cc32)CC1 (configuration not stated)	2	0	-2	4.0	2	i	-16	-5	.	.

Single entries from the list:
O=C(COc1ccc(S(=O)(=O)N2CCOCC2)cc1Cl)NCCCn1ccnc1 – TcdB inh: 0.7
COC(=O)c1cccc(CN2C(=O)SC(Nc3ccc(C)cc3)C2=O)c1 (configuration not stated) – VHR inh abs: 5

Carrying on:
SMILES	MazF activator	PriA SSB inh	Rv3671c inh	TcdB inh	Y pestis TopoI	BH1578 lux ind	PrPC TRFRET	CCHF vOTU inh	VHR inh abs	3CLpro inhibitor
Cc1cc(S(=O)(=O)N2CC(=O)N(CCc3ccccc3)C(=O)C2)ccc1F	-7	-21	-3	.	9	-0.3	-4	-5	1	-2
C=C(C)COc1ccc(-c2nc(N)ncc2Oc2ccc(OC)cc2)c(O)c1	11	15	-2	.	-3	-0.4	-4	19	10	3
O=C1CCCC/C=C\C[C@H](CC(=O)N(CCO)Cc2ccccc2)C(=O)N2CCC[C@@H]2CO1	11	-8	-6	1.9	18	-0.5	-4	2	.	.
COc1ccc(NC(=O)N2CCCC2C(=O)NCc2ccc(C)cc2)cc1 (configuration not stated)	3	-12	3	0.6	-7	-0.3	-10	-7	2	3
Cc1ccccc1NC(=O)Oc1cccc(OC(=O)c2ccccc2)c1	-7	-5	0	0.6	5	-0.7	-1	5	11	2
COc1cccc(-c2sc3ccc(OC)cc3c2-c2ccc(OCCN3CCCC3)cc2)c1	7	29	.	.	-21	i	.	.	.	.
Cn1c2ccccc2c2ncn(CCCN3CCOCC3)c(=O)c21	-2	-20	-3	.	-2	2.9	-7	-2	-5	-6
CCSC1=NC(=O)/C(=C2/C=Cc3ccccc3N2CC)S1	25	18	-8	.	-3	1.0	-3	7	12	0
O=C(NCc1ccc(Cl)cc1Cl)C1CC(=O)N(Cc2ccccc2)C1 (configuration not stated)	4	-8	-8	-0.4	1	i	15	-11	13	2
COc1ccc(N2CCN(C(CNC(C)=O)c3ccc4c(c3)OCO4)CC2)cc1 (configuration not stated)	1	7	6	0.9	-2	-3.9	-3	19	30	3
COc1ccccc1OCCNC(=O)c1cc([N+](=O)[O-])cc([N+](=O)[O-])c1	5	-21	-8	2.3	-1	i	-45	-10	20	4
Cc1nc2sc3c(c2c(=O)[nH]1)CCC3	1	6	-5	.	9	i	5	4	14	-2
Cc1cccc(N2C(=O)CC(N3CCN(c4ccccc4)CC3)C2=O)c1 (configuration not stated)	-6	5	4	0.7	-8	-1.8	3	-12	16	-2
COc1ccc(S(=O)(=O)N2CCN(Cc3ccccc3OC)CC2)cc1	6	.	.	-5.8	1	-5.0	-4	-3	.	.
CCc1ccc(CNC(=O)C(=O)NCC2CCCO2)cc1 (configuration not stated)	-4	-7	-7	0.1	-11	i	0	5	6	1
O=C(c1cccc(Br)c1)N1CCN(S(=O)(=O)N2CCCCC2)CC1	-8	-9	1	0.8	20	-0.4	8	1	15	-5
O=C(CCCCn1c(=O)[nH]c2ccccc2c1=O)N1CCN(c2cccc(C(F)(F)F)c2)CC1	2	-1&-5	-4	.	15	i	10	17	37	8
Cc1ccc(NC(=O)c2ccc(Oc3ncccn3)cc2)cc1	11	-20	7	.	10	-0.3	-6	9	22	3
Cc1ccc(C)c(NC(=O)CCC(=O)NNC(=O)COc2cc(C)ccc2C)c1	2	2	-3	0.9	-4	-0.1	-2	11	14	-1
CCN(CC(=O)Nc1c(F)cccc1F)C(=O)CSCc1c(C)noc1C	2	-17	-3	1.4	5	-1.4	7	-8	.	.
CCOC(=O)N1CCc2c(sc(NC(=O)CCS(=O)(=O)c3ccccc3)c2C(N)=O)C1	-1	3&-1	-8	0.4	-5	.	1	6	0	-5

Bioassay records: PubChem BioAssay, several laboratories
